# Bioassay records from PubChem BioAssay.
# NCI-60 one-dose screen, 48 h, at 10 µM unless noted. Numbers give growth in % (100 = growth as untreated, 0 = no growth, -100 = all killed).
# NCI-H522: NCI-H522 lung cancer. hit rate 8% among 78,000. AID 1794739
# HT29: HT29 colon cancer. hit rate 7.4% among 81,000
# NCI-H226: NCI-H226 lung cancer | hit rate 3.5% among 79,000 | AID 1794732
# COLO 205: COLO 205 colon cancer; hit rate 7.3% among 79,000; AID 1794742
# NCI-H322M: NCI-H322M lung cancer; hit rate 2.7% among 80,000
# A498: A498 renal cancer cells; AID 1794774; hit rate 5.4% among 76,000
# NCI-H23: NCI-H23 lung cancer | hit rate 4% among 80,000
# NCI-H460: NCI-H460 lung cancer; hit rate 6.8% among 82,000; AID 1794736
# RXF 393: RXF 393 renal cancer cells | hit rate 6.9% among 77,000 | AID 1794773
# * = called active by the depositor; / = no result given. The calls were made as follows: active = growth percent below 10; inactive = the rest.
SMILES,NCI-H522,HT29,NCI-H226,COLO 205,NCI-H322M,A498,NCI-H23,NCI-H460,RXF 393
O=S(=O)(Nc1cnnc(Cl)c1)c1ccc(Nc2nc(=S)[nH][nH]2)cc1,95,105,/,/,95,77,100,106,110
CON=C1C[C@]2(C[C@@H]3C[C@@H](C/C=C(\C)C[C@@H](C)/C=C/C=C4\CO[C@@H]5[C@H](O)C(C)=C[C@@H](C(=O)O3)[C@]45O)O2)O[C@H](/C(C)=C/C(C)C)[C@H]1C,51,32,72,59,72,38,/,39,47
CCCCCCC(O)(CCCCCC)CCCCCC,105,102,91,102,106,110,103,103,101
CCNCC(=O)Nc1cccc(Cl)c1,76,86,91,/,82,97,103,99,106
Nn1c(N=Nc2c(O)[nH]c3ccc([N+](=O)[O-])cc23)n[nH]c1=S,96,105,105,105,102,/,101,116,122
CCOC(=O)CCC(=O)c1ccc2cc(OC)ccc2c1,69,83,93,91,99,104,104,96,103
Clc1ccc(I)c2ccccc12,/,111,103,110,95,117,106,112,113
C=CCNC(=S)NNC(=S)NCC=C,66,92,99,107,111,95,97,101,99
COc1ccc(-c2cc(-c3cc(OC)c(OC)c(OC)c3)c(C#N)c(=O)[nH]2)cc1OC,100,111,99,104,105,86,103,99,111
C[Si](C)(C)c1cn(CCCCN2C(=O)C(=O)c3ccccc32)nn1,103,111,103,112,101,126,103,109,124
CCCC(C)C(=Nc1ccc(Cl)c(Cl)c1)N(C)C (stereo unspecified),88,97,101,107,/,98,100,102,116
O=C(NCCNc1nccc(-n2ccc3cccnc32)n1)c1ccccc1,101,103,99,109,99,102,97,99,103
COc1ccc(/C=N/NC(=O)c2ccc(-n3cc(-c4ccccc4)nn3)cc2)cc1OC,100,100,93,92,105,100,95,111,110
C/C(=C\c1ccc([N+](=O)[O-])cc1)C(=O)O,87,107,98,/,111,82,102,102,102
Cc1cc(C)c([N+](=O)[O-])c(C)c1,/,145,108,107,127,101,107,110,123
COc1ccc(OC)c(N(CCN2C(=O)c3ccccc3C2=O)C(=O)C2CCC(=O)C2C)c1 (stereo unspecified),110,100,/,115,117,98,103,111,104
CCOc1ccccc1NC1=C(Cl)C(=O)c2nc(C)ccc2C1=O,-43*,20,18,99,29,79,-68*,12,/
Cc1ccc(C)c2c1CCC2=O,97,105,91,114,101,57,95,97,88
O=C(Nc1ccccc1)Nc1ncnc2c1ncn2-c1ccccc1,74,75,59,86,/,/,91,7.9*,95
O=[N+]([O-])c1cc(Cl)ccc1SSc1ccc(Cl)cc1[N+](=O)[O-],96,106,101,110,/,103,97,103,111

# Reprinted at random: 3 entries already listed, in no set order.
SMILES,NCI-H522,HT29,NCI-H226,COLO 205,NCI-H322M,A498,NCI-H23,NCI-H460,RXF 393
O=[N+]([O-])c1cc(Cl)ccc1SSc1ccc(Cl)cc1[N+](=O)[O-],96,106,101,110,/,103,97,103,111
Cc1ccc(C)c2c1CCC2=O,97,105,91,114,101,57,95,97,88
Nn1c(N=Nc2c(O)[nH]c3ccc([N+](=O)[O-])cc23)n[nH]c1=S,96,105,105,105,102,/,101,116,122

# Profiles from above.
# Listed for COc1ccc(/C=N/NC(=O)c2ccc(-n3cc(-c4ccccc4)nn3)cc2)cc1OC → NCI-H522 = 100; HT29 = 100; NCI-H226 = 93; COLO 205 = 92; NCI-H322M = 105; A498 = 100; NCI-H23 = 95; NCI-H460 = 111; RXF 393 = 110
# Listed for CCCCCCC(O)(CCCCCC)CCCCCC → NCI-H522 = 105; HT29 = 102; NCI-H226 = 91; COLO 205 = 102; NCI-H322M = 106; A498 = 110; NCI-H23 = 103; NCI-H460 = 103; RXF 393 = 101
# Listed for Nn1c(N=Nc2c(O)[nH]c3ccc([N+](=O)[O-])cc23)n[nH]c1=S → NCI-H522 = 96; HT29 = 105; NCI-H226 = 105; COLO 205 = 105; NCI-H322M = 102; A498 = /; NCI-H23 = 101; NCI-H460 = 116; RXF 393 = 122

# Next section.
SMILES,NCI-H522,HT29,NCI-H226,COLO 205,NCI-H322M,A498,NCI-H23,NCI-H460,RXF 393
CN(C)CCC(C(=O)c1ccccc1)c1cccnc1 (stereo unspecified),90,101,103,86,95,102,107,116,115
Clc1ccc2c(Nc3ccccc3)ccnc2c1,90,85,89,142,137,86,92,105,103
CCOC(=O)/C(C#N)=C/c1cccc(F)c1,78,98,99,106,101,107,99,113,99
Cc1cc(O)c(C(C)C)cc1NC(=O)Nc1ccccc1,83,93,104,109,105,94,98,114,108
COc1ccc(C2=C(c3cn(C)c4ccccc34)C(=O)OC2)cc1OC,13,6.9*,70,13,65,-11*,55,30,-7.0*
CC(=O)C1=C(C)NC(NNc2ccccc2)=NC1c1ccc(Cl)cc1 (stereo unspecified),79,100,95,111,82,106,93,98,117
O=C(NCCN1CCCC1)n1cc(-c2ccncc2)c(-c2ccc(O)c(Cl)c2)n1,/,76,113,97,116,131,112,111,116
O=C1[C@@H]2Cc3c([nH]c4ccccc34)[C@H](c3c(Cl)cccc3Cl)N2C(=O)CN1C1CCN(Cc2c(F)cccc2F)CC1,93,64,79,91,89,103,93,56,65
Nc1c(S(=O)(=O)O)[nH]c(=O)[nH]c1=O,95,110,92,103,96,98,95,105,146
CC(=O)Nc1c(C)cc(C)cc1C,94,119,101,110,103,109,101,105,113
COc1ccc(C(C#N)CC(=O)c2ccc(OCc3ccccc3)c(OC)c2)cc1OC (stereo unspecified),65,99,83,100,90,/,89,103,85
CCOc1ccccc1CCO,97,99,91,108,98,/,101,113,104
O=C(N/N=C/c1ccccc1O)C(=O)Nc1ccc(F)cc1,16,41,/,9.7*,27,92,58,23,74
CCOC(=O)Nc1c(C)n(C)n(-c2ccccc2)c1=O,108,106,107,112,125,108,106,114,111
CC(C)CCCC(C)C1CCC2C3CC=C4CC(=O)CCC4(C)C3CCC12C (stereo unspecified),105,105,109,120,104,104,112,106,113
CC1(C)C2C3CCC2C2C[S+]1CC23,94,105,/,111,/,89,101,106,106
CC(=O)C1C(=O)OC2C3C=CC(C3)C2C1=O (stereo unspecified),91,105,105,/,109,117,97,108,103
O=C(CN1CCN(Cc2ccc(Cl)cc2)C(=O)c2ccccc2C1=O)NC12CC3CC(CC(C3)C1)C2,84,93,92,/,92,95,97,108,99
CCC1(C(OC)OC)NC(=O)N(C)C1=O (stereo unspecified),102,105,97,119,115,102,103,114,111
CCCCCCCOC(=O)Nc1ccc(OCC)cc1,91,99,95,104,105,97,99,104,117

# Taken from above.
# HT29 result of Cc1cc(O)c(C(C)C)cc1NC(=O)Nc1ccccc1 stands at 93
# RXF 393 result of CCOc1ccccc1CCO stands at 104
# NCI-H522 result of CCCCCCCOC(=O)Nc1ccc(OCC)cc1 stands at 91
# NCI-H226 result of CC(C)CCCC(C)C1CCC2C3CC=C4CC(=O)CCC4(C)C3CCC12C (stereo unspecified) stands at 109
# NCI-H23 result of CC1(C)C2C3CCC2C2C[S+]1CC23 stands at 101

# 3 entries already listed, arranged by molecular weight, smallest number first:
SMILES,NCI-H522,HT29,NCI-H226,COLO 205,NCI-H322M,A498,NCI-H23,NCI-H460,RXF 393
CC(=O)Nc1c(C)cc(C)cc1C,94,119,101,110,103,109,101,105,113
Clc1ccc2c(Nc3ccccc3)ccnc2c1,90,85,89,142,137,86,92,105,103
Cc1cc(O)c(C(C)C)cc1NC(=O)Nc1ccccc1,83,93,104,109,105,94,98,114,108

# Next part
SMILES,NCI-H522,HT29,NCI-H226,COLO 205,NCI-H322M,A498,NCI-H23,NCI-H460,RXF 393
Oc1ccc(Cl)cc1CNc1nc2ccccc2[nH]1,62,-46*,/,65,101,60,65,-34*,52
Cc1ccc2c(Nc3cccc(C(F)(F)F)c3)nccc2c1C#Cc1nn(C(C)C)c2ncnc(N)c12,87,42,83,/,97,93,89,100,92
O=C(CN1CCN(c2cc3c(cc2F)c(=O)c(C(=O)O)cn3C2CC2)CC1)N/N=C/c1ccccc1C(F)(F)F,89,95,100,87,92,79,96,89,86
Cc1cc(C(=O)O)c(C)cc1N,103,106,90,126,131,107,100,109,111
Oc1ccc(Nc2nccc(-c3ccc4ccccc4c3)n2)cc1,31,39,61,98,44,22,31,15,60
COc1cc(C#N)cc(OC)c1OCCN(CCOc1c(OC)cc(C#N)cc1OC)S(=O)(=O)c1ccc(C)cc1,95,111,104,113,92,107,96,112,71
COc1cc(-c2nnc(SCC(=O)Nc3ccc(C(=O)/C=C/c4ccccc4)cc3)o2)cc(OC)c1OC,82,96,99,106,96,91,94,108,109
CCN(CC)C(=O)C(C(C)C)N1C(=O)/C(=C/c2ccc(Br)cc2)SC1=S (stereo unspecified),88,112,105,117,96,99,102,101,107
COc1cc2cc(C)c(Br)c(OC)c2cc1OC,87,89,96,105,111,92,92,111,115
Cc1ccc(C(CC(=O)O)c2c(C)[nH][nH]c2=O)cc1 (stereo unspecified),95,113,102,113,104,112,95,108,102
Cc1cc(O[C@@H]2O[C@@H](C)[C@H](O)[C@@H](O)[C@H]2O)c2c3c(c(O[C@@H]4O[C@@H](C)[C@H](O)[C@@H](O)[C@H]4O)cc2c1)C(=O)c1c(O)cccc1C3=O,65,72,52,95,95,-53*,95,85,30
N#Cc1nn(-c2cc(=O)[nH]c3ccccc23)c(N)c1C#N,81,99,85,101,96,103,85,107,105
CCCNc1nc2ccccc2c2c(=O)c3ccccc3sc12,90,80,83,96,88,57,84,75,95
CCN(CC)CCCCC(C)Nc1ccnc2cc(Cl)ccc12 (stereo unspecified),79,81,110,91,111,123,114,113,122
Cc1nc(-c2ccc(OCC(C)C)c(C#N)c2)sc1C(=O)O,87,97,107,111,93,107,111,114,112
CC(=O)NNC(=O)c1sc(NC(C)=O)nc1C,139,87,93,108,121,100,98,108,112
Clc1ccc2c(c1)CCc1cccnc1C2=C1CCNCC1,/,82,93,99,/,54,97,100,72
CCC(=O)c1cc(C(=O)CC)n2ccc3ccccc3c12,93,99,102,111,104,106,96,101,107
Cn1c(=O)c2c(c3ccccc31)OC(C)(C)C=C2,/,110,104,105,105,115,111,116,111
O=C(NCc1cccnc1)c1ccc(NS(=O)(=O)c2ccc3c(c2)OCCCO3)cc1,97,109,106,111,102,104,99,102,128
Cc1ccccc1-n1c(C)nc2cc(N3C(=O)CSC3c3ccccc3)ccc2c1=O (stereo unspecified),82,100,86,119,110,101,95,101,108
CNS(=O)(=O)Oc1ccc(NC(=O)C23CC4CC(CC(C4)C2)C3)cc1,88,94,104,102,/,109,105,107,110
Clc1ccc(N2N=C(c3cccc(Nc4ccncc4)c3)CC2c2ccc3c(c2)OCO3)cc1 (stereo unspecified),57,3.6*,82,-53*,69,70,84,-65*,/
C=CC[C@]12C[C@H](Cl)C[C@H]3O[C@H](COC31O)C2,95,105,101,113,101,138,98,121,106
Nc1nc(-c2ccccc2Cl)nn1-c1nc2ccccc2s1,/,101,/,110,96,89,102,106,108
COC(OC)C1(c2ccccc2)NC(=O)NC1=O (stereo unspecified),80,106,113,119,108,108,112,115,116
O=C(/C=C/C(=O)c1ccccc1)c1ccccc1,75,100,107,70,116,85,99,/,118
COc1ccc(/C=N/Nc2c3ccccc3nc3ccccc23)cc1,91,94,83,103,101,70,88,100,103
NC(=Nc1ccccc1)c1ccc2[nH]c3c(c2c1)CCCC3,85,78,82,101,89,75,95,97,92
CCCCN1CCN(c2ccc3nc(-c4ccc5nc(-c6ccc(C(F)(F)F)cc6)[nH]c5c4)[nH]c3c2)CC1,-38*,-50*,/,/,-94*,/,-85*,-80*,-82*
O=c1oc(-c2ccc(S(=O)(=O)NCc3ccccc3)cc2)cc2ccccc12,94,102,87,102,100,108,91,106,94
O=C1Nc2ccccc2/C1=N/N1C(=O)CNC1=O,83,105,74,103,86,/,79,90,96
CCOC(=O)NN(C(=O)OCC)c1cc(C)c(N(NC(=O)OCC)C(=O)OCC)cc1C,84,96,100,111,92,91,101,106,113
